From PubChem BioAssay
Fam108B counter = counter-screen for RBBP9 inhibitors: inhibitors of mouse Fam108B. recombinant Fam108B, FP-Rh probe fluorescence polarization. inhibition, % at 9.51 µM. 0.33% of 300,000 active. AID 1947;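 active = inhibition above the screen mean inhibition plus 3 SD, computed separately per campaign, cut at about 18% in these data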;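 also: inhibitors lower polarization as less probe binds the enzyme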
CIT2 TOR yeast = alters CIT2-GFP fluorescence in TOR pathway yeast screen | S. cerevisiae CIT2-GFP strain, flow cytometry, 3 h; 100 means same as DMSO wells | GFP response vs DMSO, % at 10 µM | 0.065% of 320,000 active;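 active = GFP response relative to DMSO above a set limit, near the screen mean plus 3 SD, cut at about 150% in these data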;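 also: ratio of well median GFP fluorescence to mean of DMSO wells on the plate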
MEX-5 binding = C. elegans MEX-5 TCR-2 RNA binding activity. AID 1832. activity score (negative = inhibition of binding), % at 10 µM. 0.38% of 300,000 active. MEX-5/FITC-TCR2 RNA binding, fluorescence polarization; stronger effect = lower value. Q9XUB2;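 active = inhibition past about -25% in most replicates, and total fluorescence under double the plate's negative control median, limit read from the data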;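 also: 0% = DMSO and -100% = 5 µM competing unlabeled TCR2 RNA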
GLD-1 RNA inh = GLD-1-TGE RNA interaction inhibition (C. elegans). Q17339. purified GLD-1 + fluorescein TGE RNA, fluorescence polarization. inhibition, % at 5.96 µM. 0.44% of 320,000 active;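 active = percent inhibition above a per-plate cutoff, the plate mean of test compounds plus 3 SD, cut at about 30% in these data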;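 also: 0% = DMSO wells with GLD-1 and probe and 100% = wells lacking GLD-1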
GRK2 inh = blocks RNA aptamer binding to human GRK2. P25098. bead flow cytometry, FAM-aptamer displacement from GRK2. AID 488847. 0.59% of 330,000 active. inhibition of aptamer binding, % at 10 µM;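 active = inhibition of aptamer binding above 40%, roughly 3 SD of noise, on plates passing a quality check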;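 also: median bead fluorescence of bound FAM aptamer so fluorescent compounds give negative values; no value below 0 was filed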
Target sequence (P25098 whole entry, looked up): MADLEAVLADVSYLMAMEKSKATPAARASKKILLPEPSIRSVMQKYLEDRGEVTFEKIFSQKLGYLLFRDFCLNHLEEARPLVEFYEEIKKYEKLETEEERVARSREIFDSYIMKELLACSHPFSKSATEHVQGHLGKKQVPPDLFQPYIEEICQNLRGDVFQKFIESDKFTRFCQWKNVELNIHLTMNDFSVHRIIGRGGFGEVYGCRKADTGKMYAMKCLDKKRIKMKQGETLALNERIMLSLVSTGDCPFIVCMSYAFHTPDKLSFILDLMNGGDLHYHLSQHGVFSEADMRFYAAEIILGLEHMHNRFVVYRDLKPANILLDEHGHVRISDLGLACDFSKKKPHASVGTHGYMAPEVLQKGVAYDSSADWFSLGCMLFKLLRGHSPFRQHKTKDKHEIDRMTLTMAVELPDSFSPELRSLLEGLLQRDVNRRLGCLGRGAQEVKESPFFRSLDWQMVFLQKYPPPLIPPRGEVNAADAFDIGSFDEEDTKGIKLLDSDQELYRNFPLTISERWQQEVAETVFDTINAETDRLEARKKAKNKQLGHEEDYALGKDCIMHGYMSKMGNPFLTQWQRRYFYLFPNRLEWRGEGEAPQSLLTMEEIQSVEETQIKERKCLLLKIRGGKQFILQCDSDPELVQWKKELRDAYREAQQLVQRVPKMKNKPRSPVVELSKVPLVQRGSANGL
Bcl-xL primary = inhibitors of human Bcl-xL; Q07817; 0.7% of 320,000 active; GST-Bcl-xL / FITC-Bim BH3 peptide fluorescence polarization; AID 2129; inhibition, % at 10.9 µM;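 active = inhibition above the mean of all tested compounds plus 3 SD, cutoff set per campaign, cut at about 30% in these data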;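 also: 0% = DMSO wells and 100% = unlabeled Bim-BH3 peptide competitor; inhibitors lower millipolarization by displacing the labeled peptide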
AGP1 TOR yeast = alters AGP1-GFP fluorescence in TOR pathway yeast screen; S. cerevisiae AGP1-GFP multiplex flow cytometry, 3 h; GFP as percent of DMSO wells; GFP response vs DMSO, % at 10 µM; 0.02% of 320,000 active; AID 2066;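 active = GFP response relative to DMSO above a set limit, near screen average plus 3 SD, cut at about 150% in these data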;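 also: median GFP channel fluorescence of the gated AGP1 strain per well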
MCL1 BIM primary = disrupts human MCL1 binding to BIM-BH3 peptide | Q07820 | GST-MCL1 / FITC-Bim-BH3 fluorescence polarization | inhibition, % at 10.9 µM | 0.68% of 320,000 active | AID 2057;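 active = inhibition above the mean inhibition of all tested compounds plus 3 SD, set per campaign, cut at about 40% in these data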;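 also: 0% = DMSO wells and 100% = unlabeled Bim-BH3 peptide control; higher means more loss of mP so more displacement of Bim peptide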
VLA-4 inh = inhibition in a human VLA-4 binding assay; P13612; inhibition, % (about 7 µM as worked out from the volumes in the protocol); 0.2% of 330,000 active; AID 2557; VLA-4 expressing cells, ligand binding flow cytometry; in the data active = inhibition above about 50%
Numbers without * were called inactive; . = not tested or not shown.

item	compound	Fam108B counter	CIT2 TOR yeast	MEX-5 binding	GLD-1 RNA inh	GRK2 inh
1	O=C(Nc1nccs1)C(c1ccccc1)N1CCCC1 (stereo unspecified)	3	111	3.0	4	0
2	C/C(=N/NC(=O)c1ccncc1)c1ccc(NC(=O)c2ccc(Cl)cc2Cl)cc1	-2	100	-0.5	3	0
3	CC(=O)Nc1ccc(OCC(O)CN2CCN(c3ccc(F)cc3)CC2)cc1 (stereo unspecified)	5	104	0.5	7	0
4	Cc1ccn2cc(-c3ccc(Br)cc3)nc2c1	13	87	2.4	1	0
5	COc1ccc(OCC(=O)Nc2ccccc2C(=O)N2CCOCC2)cc1	3	94	1.5	-4	0
6	CC1CC(C)CN(C(=O)COC(=O)Cc2c[nH]c3ccccc23)C1 (stereo unspecified)	5	92	1.7	7	0
7	CCN(CC)C(=O)COc1ccc(Br)cc1Cl	-4	.	1.0	2	0
8	COc1ccc(CN2C(=O)C(Cc3ccccc3)Nc3ncnc(N4CCOCC4)c32)cc1 (stereo unspecified)	9	81	3.8	0	4
9	COc1ccc(N(C(=O)CNC(=O)c2ccco2)C(C(=O)NC2CCCCC2)c2cccnc2)cc1 (stereo unspecified)	-4	111	0.8	2	0
10	Cc1cc(C)cc(OCC(=O)OCC(=O)c2ccc3c(c2)NC(=O)CO3)c1	-1	94	1.5	-8	0
11	Cc1cc(O)c(C(=O)/C=C/c2c(F)c(F)c(F)c(F)c2F)c(=O)o1	-16	114	-0.6	-15	0
12	O=C(COC(=O)CNS(=O)(=O)c1ccccc1)NC12CC3CC(CC(C3)C1)C2	-1	79	1.6	1	1
13	CCCNC(=O)C(Cc1cccc(OC)c1)NC(=O)c1ccc(C(C)(C)C)cc1 (stereo unspecified)	.	107	.	-7	8
14	Cc1nc2ccccn2c1P(=Nc1ccccc1)(N(C)C)N(C)C	5	98	0.1	9	0
15	Cc1nn(-c2ccccc2)c(C)c1C(=O)OCC(=O)Nc1cccc(S(N)(=O)=O)c1	.	95	.	-3	0

item	Bcl-xL primary	AGP1 TOR yeast	MCL1 BIM primary	VLA-4 inh
1	4	108	3	6
2	-1	101	0	11
3	7	97	7	0
4	3	102	0	0
5	-2	100	-6	-4
6	3	112	5	10
7	2	96	0	10
8	6	81	6	-1
9	3	97	5	3
10	-7	91	-9	3
11	-20	95	-20	-29
12	-1	94	1	2
13	4	99	5	18
14	6	94	3	4
15	2	106	-3	-35

(listing goes on)
item	compound	Fam108B counter	CIT2 TOR yeast	MEX-5 binding	GLD-1 RNA inh	GRK2 inh
16	COc1ccc2c(Cl)c(C(=O)NCc3ccco3)sc2c1	-4	96	3.1	10	0
17	Cc1ccc(S(=O)(=O)NCC2CCC(C(=O)NCCCN3CCOCC3)CC2)cc1 (stereo unspecified)	-2	96	2.0	5	3
18	CCN(CCn1cccn1)Cc1cn[nH]c1-c1ccc(-c2ccccc2)cc1	1	100	1.9	-2	2
19	COc1cc(OC)cc(C(=O)NNC(=O)c2cc(S(=O)(=O)N3CCOCC3)ccc2F)c1	.	87	.	3	0
20	Cn1cc(Br)c(NC(=O)/C=C/C(=O)O)n1	0	105	2.5	2	0
21	Cc1cccc(N/C(N)=N/c2nc(C)cc(=O)[nH]2)c1	1	99	-1.1	-4	0
22	COc1ccc(C2=[N+]([O-])C(C)(C)C(c3ccccc3)=N2)cc1	-1	93	1.9	1	2
23	N#C/C(=C/c1cn(-c2ccccc2)nc1-c1cccc(OCc2ccc(F)cc2)c1)C(=O)NCCCn1ccnc1	-24	87	0.5	1	1
24	O=C1N[C@H](Cc2ccccc2)COC(=O)[C@@H](Cc2ccc(F)cc2)C/C=C\C[C@H]1CC(=O)N(CCO)Cc1ccccc1	.	89	.	6	3
25	Cc1ccc(CNC(=S)Nc2ccc(OC(F)F)cc2C)cc1	4	99	-1.9	-1	1
26	O=C(NC1CCCCCCC1)C1CCC(CNc2c(N3CCCC3)c(=O)c2=O)CC1 (stereo unspecified)	0	99	-1.4	4	5
27	Cc1ccc(OCC(=O)Nc2ccc3c(c2)OCO3)c(C)c1	-4	95	-0.4	-11	1
28	Cc1cc2[nH]c(=O)c(=O)[nH]c2cc1S(=O)(=O)Nc1cccc(Cl)c1C	1	97	2.9	0	1
29	CCOC(=O)c1ccc(NC(=S)N(CCCN2CCN(CC)CC2)Cc2ccco2)cc1	-1	100	1.7	-8	2
30	O=C(COC(=O)c1cc(S(=O)(=O)N2CCCCC2)ccc1N1CCOCC1)NCCc1ccc(F)cc1	4	83	-0.1	2	0

item	Bcl-xL primary	AGP1 TOR yeast	MCL1 BIM primary	VLA-4 inh
16	0	98	-2	-7
17	10	96	3	12
18	2	93	5	27
19	4	100	3	11
20	2	112	-1	2
21	-12	103	-7	36
22	4	98	4	5
23	-4	95	-9	25
24	.	93	.	-2
25	0	110	-4	-8
26	6	105	1	7
27	5	95	5	4
28	2	104	5	6
29	5	103	1	5
30	-7	87	-1	13

Following part
item	compound	Fam108B counter	CIT2 TOR yeast	MEX-5 binding	GLD-1 RNA inh	GRK2 inh
31	O=C(NCc1ccco1)C(=S)N1CCCC1	-4	97	1.4	-3	0
32	Cc1cc(=O)[nH]c(N/N=C/c2c(C)oc3ccccc23)n1	0	100	2.1	-1	0
33	CN(Cc1ccccc1)C(=O)c1cccc(NC(=O)Cc2cccc([N+](=O)[O-])c2)c1	.	89	.	0	3
34	Cc1ccc(S(=O)(=O)NCC(c2cccnc2)N(C)C)cc1 (stereo unspecified)	2	94	0.8	5	0
35	Cc1cccc(NC(=O)c2ccc(Cl)c(S(=O)(=O)N3CCCC3)c2)n1	-1	122	2.3	0	0
36	Cc1nnc(NC(=O)CCSc2ccccc2)s1	-2	98	-3.1	2	1
37	O=c1c2cn[nH]c2[nH]c(=S)n1-c1cccc(Cl)c1	2	94	-3.8	-4	8
38	COc1ccc(-c2cnc3c(c2)CCC3(C#N)C#N)cc1	3	97	0.6	2	5
39	OC(COc1ccc(F)cc1Cl)CN1CCC(Cc2ccccc2)CC1 (stereo unspecified)	-2	101	-0.6	0	1
40	COc1ccc(C)c2sc(N(CCN(C)C)C(=O)/C=C/c3cccs3)nc12	-3	97	0.3	5	0
41	CSc1ccc(S(=O)(=O)NCc2ccccc2)cc1	2	107	0.6	2	0
42	FC(F)(F)c1cc(Oc2ccccc2Cl)nc(-c2ccccn2)n1	1	91	-0.1	8	2
43	COCc1nnc(NS(=O)(=O)c2ccc(Br)cc2)s1	-1	107	1.7	7	2
44	Cc1ccc(NCc2ccccc2F)cc1	19*	110	-2.0	3	0
45	Cc1onc(-c2ccccc2)c1C(=O)N1CCCN(C(=O)c2c(-c3ccccc3)noc2C)CC1	-1	.	2.4	0	0

item	Bcl-xL primary	AGP1 TOR yeast	MCL1 BIM primary	VLA-4 inh
31	-6	104	-8	-1
32	-4	103	9	-15
33	.	90	.	-1
34	4	97	4	9
35	-1	88	2	7
36	-2	108	4	6
37	2	92	-14	16
38	4	89	6	21
39	2	88	9	4
40	3	105	12	19
41	1	102	2	-9
42	1	103	6	8
43	7	99	5	-5
44	16	111	9	-19
45	1	104	-1	-1

Continuation:
item	compound	Fam108B counter	CIT2 TOR yeast	MEX-5 binding	GLD-1 RNA inh	GRK2 inh
46	CCn1cc(S(=O)(=O)CC(=O)Nc2cc(C)ccc2C)c2ccccc21	6	95	1.4	-1	0
47	CCCn1c(O)c(CN2CCCCC2)c(C)c(C#N)c1=O	0	96	-51*	23	3
48	CC1COc2ccccc2N1S(=O)(=O)c1cc(Cl)ccc1Cl (stereo unspecified)	1	99	2.6	6	1
49	CCC(CO)Nc1ccc(-c2n[nH]c(=O)c3ccccc23)cc1[N+](=O)[O-] (stereo unspecified)	0	97	1.9	14	60*
50	Nc1nc(N2CCN(C(c3ccccc3)c3ccccc3)CC2)n[nH]1	1	105	1.7	7	0
51	N#Cc1c(N)nc2c(c1N)CC(C(F)(F)F)O2 (stereo unspecified)	-1	91	-0.7	-6	1

item	Bcl-xL primary	AGP1 TOR yeast	MCL1 BIM primary	VLA-4 inh
46	0	94	-3	22
47	24	96	18	9
48	8	100	2	3
49	29	91	28	8
50	10	100	10	15
51	1	96	-1	0
